Screening data as filed in PubChem BioAssay.
Runt-SMMHC FRET – inhibitors of RUNX1 Runt–CBFb-SMMHC binding, primary screen, biochemical, FRET, Cerulean-Runt, Venus-CBFb-SMMHC, uHTS; Runt-related transcription factor 1 (Homo sapiens) + Core-binding factor subunit beta …; Cerulean-Runt/Venus-CBFb-SMMHC FRET ratio 530/480, 1 h; inhibition, % at 20 µM; 0.74% of 220,000 active; AID 1434, 2008;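 active = mean inhibition across duplicate retests at 20 µM reaching about 50%, limit read from the data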;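 also: 0% = DMSO wells and 100% = wells with excess untagged CBFb-SMMHC; inhibitors lower the FRET ratio by blocking Runt binding to CBFb-SMMHC; some results filed as inactive read as strong as hits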
Furin inhibitor – human furin inhibitors, primary screen, biochemical, fluorescence intensity. P09958. purified furin, fluorogenic substrate cleavage. inhibition, % at 30 µM. 0.061% of 220,000 active. AID 463115, 2010; in the data active = inhibition above about 25%; also: inactives centre near -15
NCF1 inh – p47phox/p22phox peptide binding inhibitors, primary screen, biochemical, uHTS, NADPH oxidase regulatory subunit; 0.53% of 220,000 active; Neutrophil cytosol factor 1 (Homo sapiens), P14598; inhibition, % at 24.7 µM; fluorescence polarization, 2 h;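 active = inhibition above about 30%, limit read from the data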;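 also: 0% = p47phox with labelled peptide and 100% = labelled peptide alone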
Target sequence (P14598 whole entry, looked up): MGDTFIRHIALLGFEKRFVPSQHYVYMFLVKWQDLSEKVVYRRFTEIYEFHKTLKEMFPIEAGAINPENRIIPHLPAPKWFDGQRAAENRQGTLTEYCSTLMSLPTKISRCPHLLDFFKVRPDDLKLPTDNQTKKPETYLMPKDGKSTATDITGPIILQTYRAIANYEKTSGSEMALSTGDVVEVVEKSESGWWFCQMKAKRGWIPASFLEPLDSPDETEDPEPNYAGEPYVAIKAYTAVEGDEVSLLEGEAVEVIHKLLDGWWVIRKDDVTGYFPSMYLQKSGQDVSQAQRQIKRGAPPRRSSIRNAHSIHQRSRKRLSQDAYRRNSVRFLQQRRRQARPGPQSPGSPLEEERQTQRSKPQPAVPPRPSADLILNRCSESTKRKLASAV
Tb hexokinase – Trypanosoma brucei hexokinase 1 inhibitors, primary screen, biochemical, G6PDH-coupled NADH absorbance, MLSCN library; 0.11% of 220,000 active; recombinant TbHK1, G6PDH-coupled NADH A340; inhibition, % at 10 µM;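 active = inhibition of 50% or more in the single-dose primary screen; inactive = inhibition below 50%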
m-calpain inh – inhibitors of pig calpain II, primary screen, biochemical, fluorogenic peptide substrate, 1536-well | purified calpain II, 30 min | inhibition, % at 16 µM | 0.37% of 220,000 active;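 active = inhibition above about 50%, limit read from the data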
Runt-CBFb FRET – inhibitors of RUNX1 Runt–CBFb binding, primary screen, biochemical, FRET, Cerulean-Runt, Venus-CBFb, uHTS | Runt-related transcription factor 1 (Homo sapiens) + Core-binding factor subunit beta … | inhibition, % at 20 µM | Cerulean-Runt/Venus-CBFb FRET ratio 530/480, 1 h | AID 1496, 2009 | 0.46% of 220,000 active;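 active = inhibition over about 50% at 20 µM in the single-dose screen, limit read from the data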;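 also: 0% = DMSO wells and 100% = excess unlabeled CBFb competitor control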
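Reagent – Venus-CBFb binding partner, 100 nM · Assay system – Cerulean-tagged RUNX1 Runt domain (FRET donor) fusion protein · Input – 100 nM per protein · Incubation – two 1 h room-temperature incubations shielded from light · Measured by – FRET fluorescence · Medium – Tris buffer pH 7.5 with salts and BSA · Benchmarks – unlabeled CBFb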
p97 inhibitor – inhibitors of human p97 ATPase, primary screen, biochemical. Transitional endoplasmic reticulum ATPase (Homo sapiens), P55072. recombinant p97 ATPase, Kinase-Glo ATP luminescence, 3 h. inhibition, % at 8 µM. 0.42% of 220,000 active. AID 1481, 2009; in the data active = inhibition above about 15%;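 also: 0% = DMSO vehicle and 100% = wells lacking enzyme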
EBV gp42 block – Epstein-Barr virus gp42 inhibitors, primary screen, biochemical, uHTS, fluorescence polarization; Glycoprotein 42 (Epstein-Barr virus (strain AG876)), Q1HVG2; Fluorescence polarization binding assay, mP read-out; inhibition, % (tested at 21.74 µM); 0.42% of 220,000 active; in the data active = inhibition above about 50%
Target sequence (Q1HVG2 whole entry, looked up): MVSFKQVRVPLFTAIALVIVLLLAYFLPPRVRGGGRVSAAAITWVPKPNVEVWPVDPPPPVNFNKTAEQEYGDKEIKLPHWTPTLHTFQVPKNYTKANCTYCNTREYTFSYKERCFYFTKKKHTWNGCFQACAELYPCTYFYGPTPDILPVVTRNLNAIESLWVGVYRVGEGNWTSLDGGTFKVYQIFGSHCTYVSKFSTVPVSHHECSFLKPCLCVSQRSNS
RBBP9 inh – human RBBP9 inhibitors, primary screen, biochemical, fluorescence polarization, FP-Rh probe, HTS; Serine hydrolase RBBP9 (Homo sapiens), O75884; 0.2% of 220,000 active; inhibition, % at 7.94 µM; recombinant RBBP9;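 active = inhibition above the campaign mean of all tested compounds plus 3 SD, cut at about 14% in these data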;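 also: plate controls were DMSO wells with RBBP9 for no effect and wells lacking RBBP9 protein for full effect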
Target sequence (O75884 whole entry, looked up): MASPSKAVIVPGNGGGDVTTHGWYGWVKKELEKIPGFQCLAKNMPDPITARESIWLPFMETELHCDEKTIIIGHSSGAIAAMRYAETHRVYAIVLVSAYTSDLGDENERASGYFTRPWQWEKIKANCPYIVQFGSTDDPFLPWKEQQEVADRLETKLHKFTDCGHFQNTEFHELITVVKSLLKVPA
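Controls: DMSO-treated enzyme wells and wells lacking RBBP9 | Material: RBBP9 protein | Technique: Fluorescence polarization | Replication: Single well per compound, no replicates | Buffer or medium: Tris-NaCl-Pluronic buffer, pH 8.0 | Timing: 30 min compound preincubation, 45 min probe labeling, 25 °C | Read-out basis: Percent inhibition from mP, scaled between DMSO and no-protein wells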
Starred values were filed as active, the others as inactive; · = not tested or not shown; [ ] = remark or other dose.

item	Runt-SMMHC FRET	Furin inhibitor	smiles	NCF1 inh	Tb hexokinase	m-calpain inh	Runt-CBFb FRET	p97 inhibitor	EBV gp42 block	RBBP9 inh
1	-4	-13	CCc1cccc(C)c1NC(=S)NCC(c1cccnc1)N1CCOCC1 (stereo not drawn)	-4	-9	-20	1	1	-5	-10
2	·	-18	CCNC(=O)C(Cc1ccccc1)NC(=O)OCc1ccccc1 (stereo not drawn)	-2	-3	20	·	-6	-9	-8
3	2	-8	CCO[C@@H]1OC(C(=O)NC2CC2)=C[C@H](c2ccccc2)[C@H]1CCCO	·	-8	6	0	2	-1	-2
4	-5	-13	CCNc1ccc(P(=O)(c2ccccc2)c2ccccc2)cc1	5	-8	-1	-1	-1	3	-2
5	1	-20	CCOC(=O)c1c(C)[nH]c(C(=O)COC(=O)c2cnc(C)cn2)c1C	-9	-7	-43	-4	1	7	-2
6	0	-23	Nc1nc(SCC(=O)NCCc2ccccc2)[nH]c(=O)c1-c1ccccc1	-12	-7	-26	-1	0	-2	-8
7	5	-3	Cc1c(C(=N)C(C#N)C#N)c(=N)oc2c1ccc1ccccc12	-6	-15	-20	7	2	-7	-15
8	-6	-22	CCS(=O)(=O)N1Cc2ccccc2CC1C(=O)Nc1nnc(SCc2ccc(C#N)cc2)s1 (stereo not drawn)	-41	6	-49	-2	4	-13	-8
9	0	·	Nc1ccn([C@@H]2O[C@H](CO)[C@@H](O)C2O)c(=O)n1 (stereo partly drawn)	-7	·	-12	0	3	-8	-4
10	·	-13[20 µM]	COC(=O)c1ccccc1NC(=O)c1cc(-c2ccc(OC)c(OC)c2)on1	·	0	·	·	3	·	-2
11	2	-21	O=C(CCN1CCN(CCO)CC1)Nc1ccc(F)c(F)c1	-17	-3	-26	-2	6	-16	-3
12	-2	-23	C/C(=N\NC(=S)NCc1ccccc1)c1ccc(Cl)s1	-13	-3	26	-2	-1	-1	-2
13	2	-33	O=C(Cc1ccccc1)c1c[nH]c(C(=O)NCc2ccncc2)c1	0	2	10	2	1	-4	1
14	-1	-25	O=C(NCc1ccco1)C1CN(S(=O)(=O)c2ccccc2)CCN1S(=O)(=O)c1ccccc1 (stereo not drawn)	-11	8	-18	1	1	-11	-12
15	-4	-9[20 µM]	CC(C)CC(=O)Nc1cccc2c1C(=O)N(c1ccccc1)C2=O	-1	-7	25	-4	2	4	1
16	-7	-32	CCNc1nc(NC(C)C)nc(N(C#N)CC(=O)OC)n1	0	1	-39	-1	8	-13	-9
17	18	-19[20 µM]	CS(=O)(=O)N1CCN(c2ccccc2NC(=O)c2cccc3ccccc23)CC1	-7	6	-9	-2	3	-1	-6
18	0	1[20 µM]	COc1ccc(C)cc1S(=O)(=O)N(CC(=O)N1CCCC1)c1ccccc1	-4	-3	12	0	0	-1	10
19	10	-14	CCN1/C(=C/c2cc[n+](C)cc2)C=Cc2cc(C)ccc21	-71	11	10	0	-2	-104	-2
20	-5	-31	O=C(NC(Cc1c[nH]c2ccccc12)C(=O)N/N=C/c1cccnc1)c1cccs1 (stereo not drawn)	-17	-3	-22	3	3	1	-6

Continued:
item	Runt-SMMHC FRET	Furin inhibitor	smiles	NCF1 inh	Tb hexokinase	m-calpain inh	Runt-CBFb FRET	p97 inhibitor	EBV gp42 block	RBBP9 inh
21	-3	24	COC(=O)CNC(=O)c1ccc(=O)oc1	-7	-77	-2	-2	1	-21	-3
22	1	3	NC(=O)NNC1=Nc2cccc3cccc1c23	0	1	26	0	-5	1	-7
23	-2	-21	O=C(NCCc1c[nH]c2ccccc12)c1ccc([N+](=O)[O-])cc1	9	0	11	1	6	-5	-1
24	-3	-7	COc1ccccc1/C=C(\C#N)C(=O)Nc1ccc(S(N)(=O)=O)cc1	-3	-4	-4	3	7	5	-1
25	2	-12[20 µM]	COc1ccc(C2CC(C(F)(F)F)n3ncc(C(=O)Nc4c(C)n(C)n(-c5ccccc5)c4=O)c3N2)cc1 (stereo not drawn)	-20	2	20	-4	3	-7	-1
26	-2	-29	O=C(CN1CCN(Cc2cccc(Cl)c2)C1=O)NCC1CCCO1 (stereo not drawn)	-24	-7	-25	-1	-3	-8	-6
27	3	-32	CN(C)C(=O)Nc1ccccc1CC[N+](=O)[O-]	4	-4	-8	1	3	-13	-9
28	-2	-23	COc1ccccc1C(=O)COC(=O)CNS(=O)(=O)c1ccc(C)cc1	3	-5	-25	1	0	-4	-1
29	2	-12	CC(=O)N1CCCC(C(=O)c2ccc3c4c(cccc24)CC3)C1 (stereo not drawn)	-5	-16	-350	-1	4	-10	-1
30	2	-35	CN1CCN(c2cc3c(cc2F)c(=O)c(C(=O)O)cn3CCF)CC1	-10	-36	-43	-3	4	-14	-4
31	10	-18[20 µM]	Cc1cccc2cc(C(c3nnnn3Cc3ccccc3)N3CCCc4ccccc43)c(=O)[nH]c12 (stereo not drawn)	-5	-5	16	28	3	0	0
32	1	-5	CC(C)(C)c1ccc(S(=O)(=O)N2CCCCC2)cc1	0	-5	10	-4	-3	8	-6
33	2	-23[20 µM]	CCN(C(=O)c1cc2cccc(OC)c2oc1=O)C1CCCCC1	0	2	6	-1	-3	-8	1
34	2	-11[20 µM]	Cc1ccc(CC(=O)N2CCOCC2)cc1	-2	-4	-12	0	-4	-1	-8
35	-1	-7	O=Cc1c(Cl)nc2ccccn12	1	-8	-22	0	5	-2	-3
36	-10	-5	COC(=O)COc1ccc(/C=N/NC(=O)c2ccc(N(Cc3ccccc3)S(C)(=O)=O)cc2)cc1	55*	35	3	0	1	-5	-5
37	-1	-12	CCOC(=O)NC1(C(F)(F)F)C(=O)N(Cc2ccccn2)C2=C1C(=O)CC(C)(C)C2 (stereo not drawn)	-9	-4	-9	-2	3	-17	-4
38	-6	-18[20 µM]	Cc1cccc(NC(=O)C2CC(=O)N(c3ccccc3)C2)c1C (stereo not drawn)	-4	3	-3	-2	3	-9	-9
39	-10	-5	O=C(Cc1cccs1)N=Nc1c(O)[nH]c2ccccc12	10	-34	20	4	8	0	6
40	0	-3	CC(C)(C)c1ccc(OCCC(=O)Nc2cccc(S(=O)(=O)N3CCCCC3)c2)cc1	-6	9	28	-2	-4	2	-19

Along the list, as entered above.
EBV gp42 block, nos. 26 to 33 → -8, -13, -4, -10, -14, 0, 8, -8

Later entries:
item	Runt-SMMHC FRET	Furin inhibitor	smiles	NCF1 inh	Tb hexokinase	m-calpain inh	Runt-CBFb FRET	p97 inhibitor	EBV gp42 block	RBBP9 inh
41	1	-14	Cc1ccc(Nc2cc(C)nc3ncnn23)c(Cl)c1	-11	-3	-33	-1	-1	-18	-3
42	-4	-7[20 µM]	C=CCSc1nnc2c(n1)OC(c1ccccn1)N(C(C)=O)c1ccccc1-2 (stereo not drawn)	-5	-25	-9	-1	2	-28	-2
43	0	-16	CSc1ncccc1C(=O)OCC(=O)c1cc2ccccc2o1	-13	2	15	-4	5	-9	-7
44	49	-13	CCCC[n+]1ccn(-c2nc3ccccc3nc2[N-]S(=O)(=O)c2ccc(Cl)cc2)c1	-3	-15	-67	16	3	-13	2
45	0	-16	O=C(Cn1cncn1)c1ccc(F)cc1F	-2	4	1	-1	3	-10	-5
46	-4	-22	O=C(NC1CCN(Cc2ccccc2)CC1)c1ccc2c(c1)OCCCO2	-5	-1	14	2	10	-17	5
47	-2	-17	Cc1ccc2nc(-c3ccc(SCC(=O)N4CCc5ccccc54)nc3)[nH]c2c1	-34	-23	-107	1	2	-23	-3
48	-2	-28	CCNc1nc(ON=C(C)C)nc(N(C)C)n1	-6	0	-3	0	3	1	6
49	0	-24	CC(C)(C#N)Nc1ccccc1	-14	9	4	0	1	1	-2
50	0	-3	O=C(O)C1CCC(=O)N1C(=O)OCc1ccccc1 (stereo not drawn)	-11	-11	9	0	-1	-8	-6
51	·	-9[20 µM]	CC(=O)c1cc(C#N)c(Oc2ccc(Cl)cc2Cl)nc1C	·	-5	·	·	-1	·	1
52	0	-37	Cc1nc(CCNC(=O)Cc2ccc(Cl)cc2)cs1	-7	-1	12	0	3	-7	-5
53	-2	-16	O=C(NCCN1CCOCC1)c1ccc(NC(=O)C2COc3ccccc3O2)cc1 (stereo not drawn)	-9	1	-23	0	-1	-8	-5
54	0	-21	Cc1cc(=O)c(C(=O)O)cn1-c1ccc(C(C)C)cc1	-36	6	22	-1	-3	-9	-4
55	4	4	Cc1ccc(-n2c(C)nc3c(cnn3-c3ccc(C)c(C)c3)c2=O)cc1C	-21	3	-11	-1	-10	-10	-2
56	-4	-21	O=C(Nc1ccc(Br)cc1)N1CCCC(O)C1 (stereo not drawn)	0	3	-16	-1	-1	-6	-10
57	-2	-7[20 µM]	O=C(NCCCN=C1NS(=O)(=O)c2ccccc21)c1ccc(S(=O)(=O)N2CCOCC2)cc1	-6	-8	-26	0	3	0	-4
58	0	-24	CCC(C)(C)NC(=O)c1cc(OC)c(OC)cc1[N+](=O)[O-]	-5	-28	-5	2	0	-2	-4

Whole records, looked up by structure. Order of screens: Runt-SMMHC FRET, Furin inhibitor, NCF1 inh, Tb hexokinase, m-calpain inh, Runt-CBFb FRET, p97 inhibitor, EBV gp42 block, RBBP9 inh
CC(C)(C)c1ccc(OCCC(=O)Nc2cccc(S(=O)(=O)N3CCCCC3)c2)cc1 as listed: 0, -3, -6, 9, 28, -2, -4, 2, -19
Cc1ccc2nc(-c3ccc(SCC(=O)N4CCc5ccccc54)nc3)[nH]c2c1 as listed: -2, -17, -34, -23, -107, 1, 2, -23, -3
CCOC(=O)NC1(C(F)(F)F)C(=O)N(Cc2ccccn2)C2=C1C(=O)CC(C)(C)C2 (stereo not drawn) as listed: -1, -12, -9, -4, -9, -2, 3, -17, -4
O=C(NCCN1CCOCC1)c1ccc(NC(=O)C2COc3ccccc3O2)cc1 (stereo not drawn) as listed: -2, -16, -9, 1, -23, 0, -1, -8, -5
O=C(Cn1cncn1)c1ccc(F)cc1F as listed: 0, -16, -2, 4, 1, -1, 3, -10, -5
